Screening results from PubChem BioAssay.
TCR act: activates T cell receptor signaling; primary human leukocytes, anti-CD3, IL-2 HTRF, 48 h; Potency, µM (titrated, usually from 9.22 µM), inactives show at the top dose activation of IL-2 secretion, usual class: activators; 330,000 tested, under 10 active; AID 504894; active = well fitted activation curve with a large enough effect; inconclusive = small, poorly fitted or top-dose-only effect, or another doubt; inactive = no such curve, though single readings can be large or run the other way; note: % of control where 0% means no effect
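Readout: HTRF IL-2, Eu-cryptate/d2 antibody pair, 320nm excitation, 665nm emission. Stimulus: a-CD3 beads, no co-stimulation. Cells: primary human leukocytes. Exposure: 48 hr with compound.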
uPA generation: inhibitors of cell surface uPA generation. cell surface uPA generation assay, qHTS. Potency, µM (doses to about 38.3 µM), for inactives: at the top dose activity change, negative = inhibition, actives largely listed as inhibitors. hit rate 0.31% among 330,000. AID 540303; active = well fitted inhibition curve with a large enough effect; inconclusive = small, poorly fitted or top-dose-only effect; inactive = no such curve, though single readings can be large or run the other way; tested in mouse RAW 264.7 cells; note: potency is the fitted concentration of half-maximal effect; % is set by controls: 0 for no effect and ±100 for the full control effect; nearly all actives have a fitted effect of over 55% in size
PTAP TSG101 blk: blocks PTAP/TSG101 interaction to inhibit HIV-1 budding. AID 493005. Fluorescence polarization, FITC-PTAP peptide / Tsg101 binding. Potency, µM (doses to about 115 µM), for the others: at the top dose activity change, negative = inhibition, most hits filed as inhibitors. Q99816. 340,000 tested, under 10 active; active = well fitted inhibition curve with a large enough effect in the main read-out, with a control signal flat, not every such curve was filed as active; inconclusive = small, poorly fitted or top-dose-only effect, or effect the other way, or a change in a side signal; inactive = no such curve, though single readings can be large or run the other way; note: potency is the fitted concentration of half-maximal effect; % of control where 0% means no effect
Target sequence (Q99816 whole entry, looked up): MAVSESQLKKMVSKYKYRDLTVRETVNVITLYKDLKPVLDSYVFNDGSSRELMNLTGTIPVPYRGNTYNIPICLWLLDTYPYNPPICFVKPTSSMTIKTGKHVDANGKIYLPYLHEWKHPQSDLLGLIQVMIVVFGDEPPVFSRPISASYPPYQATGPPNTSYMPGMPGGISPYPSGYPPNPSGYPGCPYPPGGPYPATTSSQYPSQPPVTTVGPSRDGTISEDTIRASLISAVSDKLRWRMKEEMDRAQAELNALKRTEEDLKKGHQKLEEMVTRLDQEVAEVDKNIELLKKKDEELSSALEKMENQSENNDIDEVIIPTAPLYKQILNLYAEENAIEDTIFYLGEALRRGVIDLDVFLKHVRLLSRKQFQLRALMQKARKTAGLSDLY
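Steps: Tsg101 binding domain dispensed (10 uM final), compounds pinned in DMSO, FITC-labeled PTAP-motif peptide added (50 nM final); after 20 min binding at room temperature, polarization measured.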
* = called active by the depositor; ? = inconclusive. This is a subset; the hit share may differ from the screen's.

# | canonical_smiles | TCR act | uPA generation | PTAP TSG101 blk
1 | C=CCOc1ccc(C2C(C(=O)c3cccs3)=C(O)C(=O)N2c2nnc(C)s2)cc1 (stereo not drawn) | 9% | -3% | ?
2 | COc1cccc(CN(C)CC(=O)Nc2cccc(S(=O)(=O)N(C)c3ccccc3)c2)c1OC | -1% | -4% | 9%
3 | COC(=O)[C@H](Cc1ccccc1)NC(=O)[C@@H](N)CC(=O)O | 6% | 8% | 0%
4 | Cc1ccc2sc(C)cc(=O)c2c1 | -2% | -2% | 2%
5 | Brc1ccc(Br)c2cnccc12 | -6% | 4% | -5%
6 | CN(C)S(=O)(=O)NCC1CCCN(Cc2cc3ccccc3s2)C1 (stereo not drawn) | 10% | 3% | -9%
7 | C=CCOC(=O)C1=C[C@H](c2ccc(C(F)(F)F)cc2)C[C@H](OCCCCO)O1 | -1% | 6% | -1%
8 | CC(=O)Nc1ccc(C(=O)Nc2cc(S(=O)(=O)N3CCOCC3)ccc2N2CCOCC2)cc1 | 6% | -4% | -4%
9 | COC(=O)C1=C(C)N(CCCC(=O)O)C(=O)NC1c1cccc(OC)c1 (stereo not drawn) | -2% | -2% | 0%
10 | CCN1C[C@@H]2[C@@H]3C(=O)N(C)C(=O)[C@@H]3[C@](CC)(C1=O)N2C(=O)c1ccccc1 | 7% | 4% | -5%
11 | O=C(NCc1ccccc1)C1=C[C@H](c2ccc3c(c2)OCO3)C[C@H](OCc2ccc(CO)cc2)O1 | -1% | 3% | -2%
12 | COc1cc(C(=O)NNC(=O)COc2ccc(Br)cc2)ccc1OCC(=O)N1CCOCC1 | -1% | -4% | -1%
13 | O=Nc1nc2ncccn2c1-c1ccccc1 | 15% | -11% | 0%
14 | CC(=O)c1ccc(S(=O)(=O)N(C)CC(=O)Nc2cccc(S(=O)(=O)N3CCCC3)c2)cc1 | 0% | 0% | 1%
15 | COc1ccc(C(CNC(=O)c2cc(S(=O)(=O)N3CCCCC3)ccc2C)N2CCCC2)cc1 (stereo not drawn) | 1% | 2% | 1%
16 | CCSc1c([N+](=O)[O-])c(=O)n(-c2ccccc2)c2ccccc12 | 1% | ? | -1%
17 | COc1ccc(CCN2C(=O)C=CC2=O)cc1OC | -5% | -11% | -2%
18 | COc1cc(/C=C(\CC(=O)O)c2nc3ccccc3s2)ccc1OCC(=O)Nc1ccccc1F | -1% | -2% | -2%
19 | O=C(Cc1ccccc1)c1ccc(O)cc1 | 6% | 2% | -4%
20 | Cc1cc2c(cc(C(=O)OCC(=O)NC3CCCCC3)n2C)o1 | 0% | -1% | 0%
21 | Cc1cc(Cl)ccc1OC(C)C(=O)Nc1ccc(S(=O)(=O)N2CCOCC2)cc1 (stereo not drawn) | 5% | -12% | -1%
22 | Nc1nc2ccc(Cl)cc2[nH]1 | 9% | -2% | -1%
23 | Cc1ccc2c(C)nc(Nc3nc(CSc4nc5ccccc5s4)cc(=O)[nH]3)nc2c1 | -4% | -2% | -5%
24 | COc1ccc(-c2oc3cc(OC(C)=O)cc(OC(C)=O)c3c(=O)c2OC)cc1 | -1% | -5% | -5%
25 | COc1ccc(Cl)cc1N=Cc1c(O)cc(C)oc1=O | -3% | 11% | -7%
26 | COc1ccc(/C=C/C(=O)NCc2ccc3c(c2)OCO3)cc1OC | -11% | 3% | -6%
27 | Cn1c(=O)c2[nH]c(C3CC3)nc2n(C)c1=O | -5% | 0% | -3%
28 | CCCc1cc(=O)[nH]c(SCC(=O)Nc2cc(S(=O)(=O)N3CCCCC3)ccc2Cl)n1 | 0% | -6% | 0%
29 | COC(=O)c1ccccc1NC(=O)COC(=O)Cc1ccc(S(=O)(=O)N2CCOCC2)s1 | 8% | 0% | 0%
30 | COC(=O)C1=C(CCc2ccccc2)NC(=O)NC1c1ccc(C#N)cc1 (stereo not drawn) | 5% | 17% | -4%
31 | O=C(CSc1nnc2scc(-c3ccccc3)n12)Nc1nsc(-c2ccc(Cl)cc2)n1 | 0% | 5% | 2%
32 | CCc1ccc(/C=C\C(=O)N2CCCC2)cc1 | -7% | 2% | -1%
33 | O=C(Cc1ccc(NC(=O)C2CCCN(C(=O)C3CCCC3)C2)cc1)Nc1ccc(C(=O)N2CCOCC2)cc1 (stereo not drawn) | -1% | 11% | -3%
34 | CCN(c1ccccc1)S(=O)(=O)c1ccc(Oc2ccccc2)c(N)c1 | -3% | 2% | 2%
35 | O=C1N[C@@H](Cc2c[nH]c3ccccc23)C(=O)N[C@H]1Cc1ccccc1 | 3% | 20% | -5%
36 | CCCN1/C(=C(\C#N)C2=NS(=O)(=O)c3ccccc32)N(C)c2ccccc21 | -2% | 0% | -1%
37 | N=c1c(S(=O)(=O)c2ccc(Br)cc2)cc2c(=O)n3ccccc3nc2n1CCN1CCOCC1 | 0% | 5% | -5%
38 | O=C(CC(=O)N1CCOCC1)N1CCOCC1 | 6% | -2% | -4%
39 | CCC(=O)c1cccc(-c2ccccc2)c1CC | -1% | 2% | 1%
40 | CN1CCC(n2[nH]c(-c3ccccc3)c(Cc3ccccc3)c2=O)CC1 | 9% | 10% | -2%

Reformatted as labelled records: 4 of the compounds above
33. O=C(Cc1ccc(NC(=O)C2CCCN(C(=O)C3CCCC3)C2)cc1)Nc1ccc(C(=O)N2CCOCC2)cc1 (stereo not drawn)
  TCR act: -1%
  uPA generation: 11%
  PTAP TSG101 blk: -3%

34. CCN(c1ccccc1)S(=O)(=O)c1ccc(Oc2ccccc2)c(N)c1
  TCR act: -3%
  uPA generation: 2%
  PTAP TSG101 blk: 2%

35. O=C1N[C@@H](Cc2c[nH]c3ccccc23)C(=O)N[C@H]1Cc1ccccc1
  TCR act: 3%
  uPA generation: 20%
  PTAP TSG101 blk: -5%

36. CCCN1/C(=C(\C#N)C2=NS(=O)(=O)c3ccccc32)N(C)c2ccccc21
  TCR act: -2%
  uPA generation: 0%
  PTAP TSG101 blk: -1%

Next section.
# | canonical_smiles | TCR act | uPA generation | PTAP TSG101 blk
41 | CC(=O)N1c2ccc(C)cc2Sc2c1ccc1ccccc21 | -2% | -7% | -5%
42 | Cc1cccc(NS(=O)(=O)c2ccc(C)c(C(=O)NNC(=O)c3csc(N4CCOCC4)n3)c2)c1 | -4% | -4% | -5%
43 | O=C1C2CCC(C2)C1CN1CCOCC1 (stereo not drawn) | -12% | -2% | -4%
44 | COc1c(Cl)cc(C(=O)O)cc1Cl | -3% | 0% | -1%
45 | CC(=O)Oc1ccc(Cl)cc1CN(C(C)=O)C1CCCCC1 | -3% | 3% | -6%
46 | COC(=O)[C@@]1(Cc2ccccc2)C=C[C@@H](C)N1C(C)=O | -5% | 5% | 1%
47 | Cc1nc(-c2ccccc2)cc(-c2ccccc2)n1 | -1% | 0% | 0%
48 | Cc1ccc(/C=C2/CNC/C(=C/c3ccc(C)cc3)C2=O)cc1 | -1% | 1% | -2%
49 | Cc1cn(CC(=O)NCc2ccc3c(c2)OCO3)c(=O)[nH]c1=O | 7% | 12% | 0%
50 | Nc1nc(SCC(=O)c2ccc(Cl)cc2)c2ncn(C3OC(CO)C(O)C3O)c2n1 (stereo not drawn) | -3% | -5% | 0%
51 | Cc1ccc(-c2csc(C(C#N)=C(O)CN3CCN(C(=O)c4ccco4)CC3)n2)cc1 | 6% | -5% | -8%
52 | Cc1ccc(-c2nc3ncccc3o2)cc1NC(=O)c1ccc2c(c1)OCO2 | 1% | 3% | 1%
53 | CCOP(=O)(OCC)c1nc(-c2ccc(C)cc2)oc1N1CCOCC1 | 6% | 0% | -5%
54 | CC1=CC(=O)[C@@H](OC(=O)Nc2ccc(C)cc2)[C@@H](c2ccccc2Br)N1C | 1% | 13% | ?
55 | O=c1c2c3nc4ccccc4nc3n(CCN3CCOCC3)c2ncn1CCN1CCOCC1 | 10% | -2% | -4%
56 | Cn1c(=S)c2[nH]c(SCCN)nc2n(C)c1=O | 5% | -2% | -4%

Fetched by structure from above, 2 records:
# | canonical_smiles | TCR act | uPA generation | PTAP TSG101 blk
51 | Cc1ccc(-c2csc(C(C#N)=C(O)CN3CCN(C(=O)c4ccco4)CC3)n2)cc1 | 6% | -5% | -8%
54 | CC1=CC(=O)[C@@H](OC(=O)Nc2ccc(C)cc2)[C@@H](c2ccccc2Br)N1C | 1% | 13% | ?

(next part)
# | canonical_smiles | TCR act | uPA generation | PTAP TSG101 blk
57 | CC(C)(C)Oc1ccccc1Nc1nc(NCCO)nc(N2CCCC2)n1 | 0% | 3% | 0%
58 | O=S1(=O)CCN(c2ccccc2CC(c2c[nH]c3ccccc23)c2c[nH]c3ccccc23)CC1 | -6% | 9% | 3%
59 | O=C(O)C(Cc1ccccc1)N1C(=O)c2c(Cl)c(Cl)c(Cl)c(Cl)c2C1=O (stereo not drawn) | -3% | 1% | -4%
60 | CC(O)[C@H]1CN=C(N)N1CC(C)(C)C (stereo partly drawn) | -3% | 10% | -4%
61 | OCCNCc1cccc(-c2ccccc2)c1O | -2% | 1% | -4%
62 | CCN1C(C)=CC(=O)[C@@H](O)[C@H]1c1ccccc1Br | 9% | -6% | -2%
63 | Cc1ccc(-c2cc(C(=O)Nc3ccccc3C(N)=O)c3ccccc3n2)o1 | -4% | 1% | -2%
64 | COc1ccc(CCNC(=O)CSc2ccc3nnc(CCNC(=O)c4ccc(C)cc4)n3n2)cc1OC | 0% | -9% | 1%
65 | CCOc1ccccc1C=C1SC(=S)NC1=O | 0% | -1% | 0%
66 | O=C1CCCC2=C1CC(C(=O)OCc1ccccc1)C(=O)N2Cc1ccccc1 (stereo not drawn) | -6% | -66% | -7%
67 | O=C(O)c1ccccc1-c1ccccc1C(=O)Nc1ccc2c(c1)C(=O)c1ccccc1-2 | 0% | 1% | -6%
68 | Cc1cc(C)n(-c2ccc(C(=O)N3CCN(S(=O)(=O)c4cccc(Br)c4)CC3)cc2)n1 | 2% | ? | -2%
69 | CCOc1ccc(CCNC(=O)COC(=O)c2cccc(S(=O)(=O)N(C)C)c2)cc1OCC | 2% | 7% | -1%
70 | CN1C[C@@H]2[C@@H]3C(=O)N(Cc4ccccc4)C(=O)[C@@H]3[C@](C)(C1=O)N2C(=O)c1ccc(Br)cc1 | -6% | -1% | -1%
71 | O=S(=O)(O)c1cccc2cccc(Nc3ccccc3)c12 | -10% | ? | -9%
72 | C=CCOC(=O)C1=C[C@H](c2csc3ccccc23)C[C@H](OCCCCO)O1 | 3% | 16% | -2%

From entry 68 up to 70, as listed above:
# | canonical_smiles | TCR act | uPA generation | PTAP TSG101 blk
68 | Cc1cc(C)n(-c2ccc(C(=O)N3CCN(S(=O)(=O)c4cccc(Br)c4)CC3)cc2)n1 | 2% | ? | -2%
69 | CCOc1ccc(CCNC(=O)COC(=O)c2cccc(S(=O)(=O)N(C)C)c2)cc1OCC | 2% | 7% | -1%
70 | CN1C[C@@H]2[C@@H]3C(=O)N(Cc4ccccc4)C(=O)[C@@H]3[C@](C)(C1=O)N2C(=O)c1ccc(Br)cc1 | -6% | -1% | -1%

Remaining list, next part
# | canonical_smiles | TCR act | uPA generation | PTAP TSG101 blk
73 | COc1ccc(C(=O)N2CCN(S(=O)(=O)c3ccc(C)cc3C)CC2)cc1S(=O)(=O)N1CCOCC1 | -29% | -13% | -11%
74 | COc1cc(C=O)ccc1OC(=O)Nc1ccccc1 | -82% | 3% | -3%
75 | Cc1nc(-c2ccccc2)nc2n[nH]c(N)c12 | -6% | 3% | -2%
76 | COc1ccccc1S(=O)(=O)Cc1ccc(C(=O)NCCN(C)C)o1 | 6% | 10% | -1%
77 | Cc1ccc(NC(=O)OC(C)N2CCCCC2)cc1NC(=O)OC(C)N1CCCCC1 (stereo not drawn) | -4% | 12% | -6%
78 | O=C(Nc1ccccc1)c1cccc(NC(=O)c2ccco2)c1 | -3% | -4% | -4%
79 | CN1CCc2c(sc3c2C(=O)NC(/C=C/c2ccco2)N3)C1 (stereo not drawn) | -2% | 7% | -5%
80 | COc1cc2c(O)cc(C(=O)O)c(-c3cc(OC)c(OC)c(OC)c3)c2cc1OC | 1% | -2% | -1%
81 | O=C(Nc1ccc(Cl)cc1)OCCN1CCOCC1 | 5% | -3% | -10%
82 | O=C1C2CC3N1CCC31c3ccccc3-n3c1c2ccc3=O (stereo not drawn) | 3% | 6% | -5%
83 | Cc1ccc(/C(N)=N/OC(=O)N2c3ccccc3Sc3ccccc32)cc1 | 2% | -6% | -3%
84 | CN(C)C(CNC(=O)C1CCN(S(=O)(=O)c2cc(Cl)ccc2Cl)CC1)Cc1ccccc1 (stereo not drawn) | 1% | -9% | -5%
